DENV2 CPE: inhibitors of DENV2 cytopathic effect; DENV2-infected cells, cytopathic effect rescue, plate reader; CPE inhibition, % at 9.99 µM; hit rate 1.7% among 350,000; AID 651640; in the data active = CPE inhibition above about 20%, passing the limit was not always enough; inconclusive = no clear call, values can overlap the other calls; tested in BHK-21 cells;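 also: 0% = median of neutral control wells and 100% = median of positive control wells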
S100A4 MyoIIA: blocks human S100A4 binding to myosin IIA peptide; AID 652163; S100A4/TAMRA-MyoIIA peptide fluorescence polarization; inhibition, % at 10.7 µM; hit rate 0.14% among 360,000; P26447;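 active = mean inhibition of at least 70% across replicates, with every replicate also reaching that level; inconclusive = mean inhibition reaches 70% but some replicates fall short; inactive = mean inhibition below 70%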
Target sequence (P26447 whole entry, looked up): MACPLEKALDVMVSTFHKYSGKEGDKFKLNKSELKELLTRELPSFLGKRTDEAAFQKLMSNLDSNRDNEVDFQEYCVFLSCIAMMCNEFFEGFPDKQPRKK
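Material: S100A4 monomer protein | Medium: HEPES pH 7.2 with CaCl2, KCl, NaCl, DTT, Triton | Reagent: Labelled myosin peptide probe, 5 nM | Doses: One dose per compound | Times: 5 min incubation before reading | Benchmarks: Neutral control DMSO, positive control TFP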
PglD DTNB: PglD (C. jejuni) enzyme inhibition. purified PglD enzyme, DTNB colorimetric CoA detection. inhibition, % at 12.5 µM. hit rate 0.098% among 360,000; in the data active = inhibition above about 16%, passing the limit was not always enough; inconclusive = no clear call, values can overlap the other calls; also: strong numbers were not always called active
Statin myotox sup: suppression of simvastatin myotoxicity; rescue of ATP level, % at 7.49 µM; hit rate 0.78% among 330,000; C2C12 myotubes + simvastatin, ATP luminescence, 48 h; scaled: DMSO 0, geranylgeraniol control 100;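 active = mean ATP rescue above about 67%, or every replicate alone reaching that limit, limit read from the data, passing the limit was not always enough; inconclusive = no clear call, values can overlap the other calls; inactive = mean under the limit and some replicate under it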;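 also: myotubes were challenged with 10 µM simvastatin during compound exposure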
SIRT5 inh: sirtuin-5 (human) deacylase inhibition; Q9NXA8; Purified SirT5, succinyl-peptide AMC, trypsin-coupled fluorescence; inhibition, % at 15 µM; hit rate 1.1% among 330,000; AID 652115; in the data active = inhibition above about 15%; inconclusive = no clear call, values can overlap the other calls
Target sequence (Q9NXA8 whole entry, looked up): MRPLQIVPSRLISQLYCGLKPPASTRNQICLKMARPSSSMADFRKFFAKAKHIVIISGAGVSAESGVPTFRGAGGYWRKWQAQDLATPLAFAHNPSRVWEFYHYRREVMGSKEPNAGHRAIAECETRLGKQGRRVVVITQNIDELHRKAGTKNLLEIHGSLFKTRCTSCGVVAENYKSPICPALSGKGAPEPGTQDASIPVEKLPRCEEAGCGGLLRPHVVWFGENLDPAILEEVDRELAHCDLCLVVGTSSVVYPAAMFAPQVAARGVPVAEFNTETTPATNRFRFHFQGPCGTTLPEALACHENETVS
E-sel inducer: E-selectin induction on HUVECs; hit rate 0.37% among 260,000; P16581; HUVEC E-selectin immunofluorescence imaging; normalized: neutral wells 0, TNF-alpha wells 100; activation, % at 7.58 µM;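 active = mean E-selectin-positive cell signal at least 10% of the positive control, reached in at least 60% of replicates, without over 20% cell loss; inconclusive = no rule given, readout overlaps actives, possibly toxicity-flagged; inactive = the rest, including those meeting only one limit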;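 also: in these data hits start at about 27%; measured in HUVEC primary endothelial cells; signal is the percent of cells scored E-selectin positive by PE staining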
Target sequence (P16581 whole entry, looked up): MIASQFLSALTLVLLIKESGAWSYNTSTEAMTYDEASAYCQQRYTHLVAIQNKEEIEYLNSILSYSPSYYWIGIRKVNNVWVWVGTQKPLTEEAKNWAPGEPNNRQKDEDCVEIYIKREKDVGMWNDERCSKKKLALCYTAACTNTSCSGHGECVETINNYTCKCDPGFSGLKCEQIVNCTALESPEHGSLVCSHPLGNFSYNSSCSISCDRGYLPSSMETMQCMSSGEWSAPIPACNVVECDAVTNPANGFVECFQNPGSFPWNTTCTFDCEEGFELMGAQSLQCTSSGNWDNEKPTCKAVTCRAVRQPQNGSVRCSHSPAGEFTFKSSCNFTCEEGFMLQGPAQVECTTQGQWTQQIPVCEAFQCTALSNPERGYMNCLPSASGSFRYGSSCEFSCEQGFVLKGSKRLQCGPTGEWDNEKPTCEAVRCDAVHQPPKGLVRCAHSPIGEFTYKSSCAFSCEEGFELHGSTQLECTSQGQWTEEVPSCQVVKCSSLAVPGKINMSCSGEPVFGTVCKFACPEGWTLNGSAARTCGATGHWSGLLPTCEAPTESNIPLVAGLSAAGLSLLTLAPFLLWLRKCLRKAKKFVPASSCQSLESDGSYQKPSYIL
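Test system: HUVEC | Signal: Immunofluorescence imaging | Read-out: Percent E-selectin-positive cells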
ERp5 inh: blocks human ERp5 reductase activity on insulin; ERp5 insulin aggregation, absorbance 650 nm, 90 min; inhibition, % at 9.99 µM; Q15084; hit rate 0.05% among 350,000;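 active = mean replicate inhibition above about 25%, with every replicate also reaching it, limit read from the data, passing the limit was not always enough; inconclusive = only one of those two criteria met; inactive = neither criterion met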
The depositor's hits bear a star; ? = inconclusive; · = no result given; & = joins results of further samples. This is a subset, so the mix of outcomes need not match the whole.

SMILES	DENV2 CPE	S100A4 MyoIIA	PglD DTNB	Statin myotox sup	SIRT5 inh	E-sel inducer	ERp5 inh
CCOC(=O)c1ccc(N=C2SC(C(=O)Nc3ccc(C(=O)O)cc3)CC(=O)N2Cc2cccs2)cc1 (stereo not given)	-4.6	60.7	3.5	13.5	10.5	·	-9.4
CCOC(=O)c1cc2c(=O)[nH]ccc2nc1C(F)(F)F	-5.6	6.0	·	-2.0	-2.0	1.4	?
CN(Cc1nc(-c2ccccc2)no1)C(=O)c1ccco1	3.3	0.6	-5.1	43.0	-1.0	·	-2.0
C[C@@H]1CN([C@H](C)CO)C(=O)Cc2cc(NC(=O)CCC(F)(F)F)ccc2O[C@@H]1CN(C)Cc1ccc(C(=O)O)cc1	-4.0	8.5	2.6	-32.6	-0.4	·	1.3
COCCNC(=S)NC(=O)c1ccc(C(C)(C)C)cc1	-7.3	-0.3	·	-29.5	·	3.1	2.8
CCOc1ccc2nc(NC(=O)C34CC5CC(CC(NC(C)=O)(C5)C3)C4)sc2c1	1.1	2.5	-0.6	-2.1	3.8	0.0	-32.8
Cc1c(-c2ccc(OCCN3CCOCC3)cc2)c(=O)oc2ccc3ccccc3c12	7.0	-2.9	4.9	-0.2	18.6*	0.0	-2.7
COCc1nnc(NC(=O)C2CC(=O)N(c3ccc(C)c(Cl)c3)C2)s1 (stereo not given)	-1.0	0.9	·	·	-3.5	·	1.6
C[C@H](CO)N1C[C@H](C)[C@H](CN(C)S(=O)(=O)c2ccc(F)cc2)OCCCC[C@H](C)Oc2ccc(NC(=O)Nc3ccc(F)cc3)cc2C1=O	8.2	·	-1.1	·	·	0.3	·
CC(=O)c1ccc(N2CCN(C(=O)c3cccc(Oc4ccccc4)c3)CC2)cc1	-6.8	-5.0	·	·	9.4	·	0.9
CC(=O)c1cc(C(C)=O)c(C)nc1C	0.4	-0.3	-0.2	-1.0	-5.8	·	1.1
Cc1cccc(N)c1-c1c(C)cccc1N	2.6	-7.1	·	·	-3.2	0.1	-9.8
CN(Cc1ccc(Cl)c(Cl)c1)C(=O)c1cccc(S(=O)(=O)N2CCN(Cc3ccccc3)CC2)c1	-4.9	-2.6	2.4	-28.0	-1.1	0.2	10.5
Cn1c(NCCN2CCCC2)nc2cc(-c3cccc(C(F)(F)F)c3)sc2c1=O	·	-4.9	0.4	-14.2	-3.5	·	-1.3
Cc1cc(NC(=O)COC(=O)CCS(=O)(=O)c2ccc(C)c(C)c2)no1	5.4	-6.2	2.1	28.6	-1.5	·	14.5
ClCCn1c(CCl)nc2ccc(Cl)cc21	18.4	-3.4	·	·	3.2	0.0	-1.5
CCc1nc2c(OCc3ccccc3C)cccn2c1N(C)C(=O)C1CC1	-12.3	-1.4	2.3	-2.5	·	0.0	-3.6
COCC(=O)N1CC[C@H]2[C@H](CO)Nc3ccc(-c4ccc(C#N)cc4)cc3[C@H]21	-10.1	·	-2.6	1.6	·	1.2	·
O=C(C[C@@H]1C[C@@H]2c3cc(NS(=O)(=O)c4ccc(F)cc4)ccc3O[C@@H]2[C@H](CO)O1)NCc1ccncc1	-5.8	3.2	1.0	-2.6	-2.5	-0.3	9.4
CCCc1nc2c(=O)n(C)c(=O)nc-2n(C)n1	-14.9	12.1	-5.6	-223.7	0.9	-3.2	84.7*
Cc1cc(=O)oc2c(C)c(OCC(=O)N3CCN(c4cccc(Cl)c4)CC3)ccc12	3.0	-2.4	0.0	-11.2	-1.4	·	·
CCOC(=O)Nc1cc(NC(=O)OCC)c(C)nc1C	-2.8	-4.0	·	·	-4.7	-0.5	1.5
Cc1ccc2nc(-c3ccc(S(=O)(=O)N4CCCCC4)cc3)cn2c1	-0.2	-5.7	·	·	1.3	·	-13.9
CN1CCN(c2ccc(S(=O)(=O)N3CCCCC3)cc2NC(=O)CSC(C)(C)C)CC1	-10.5	-4.4	2.8	0.7	4.0	0.1	2.9
C[C@@H]1CN([C@H](C)CO)C(=O)CCCn2nncc2CO[C@H]1CN(C)S(C)(=O)=O	?	-4.8&-4.6	0.4&-1.9	-4.9&-7.5	2.7	·	0.1&14.4
Cc1cc(NC(=O)C(C)SCC(=O)N(C)Cc2c(F)cccc2Cl)no1 (stereo not given)	12.2	1.6	2.2	10.3	-3.2	0.2	-3.1
CS(=O)(=O)N(CC(=O)Nc1ccccc1)c1cccc(Cl)c1Cl	·	6.0	·	·	-1.3	·	-10.9
COc1ccc(CN(C)C[C@H]2Oc3ccc(NS(=O)(=O)c4cccs4)cc3CC(=O)N([C@H](C)CO)C[C@H]2C)cc1	9.1	4.0	·	48.2	10.7	·	-3.7
Clc1ccc(C=NN2CCCCCC2)cc1	-8.4	-0.6	·	-1.5	-1.8	·	1.8
O=C(CN1C(=O)NC2(CCCC2)C1=O)N1CCN(S(=O)(=O)c2ccccc2F)CC1	1.6	1.6	-5.0	·	-1.3	·	-14.2
O=S(=O)(O)c1cc(OS(=O)(=O)c2ccccc2)cc2ccccc12	-5.1	-42.6	2.0	8.7	1.9	-0.4	-0.5
CN(CC(=O)Nc1ccc(S(N)(=O)=O)cc1)Cc1ccccc1F	11.4	13.9	·	9.4	20.8*	-0.1	-3.2
Nc1nc(-c2ccc3c(c2)CCCC3)c(CC(=O)O)s1	-4.9	-6.5	0.5	10.4	-1.1	·	-0.5
CC(NC(=O)Nn1cnnc1)(C(F)(F)F)C(F)(F)F	·	1.8	2.9	0.7	-2.2	·	-7.8
Cc1ccc(S(=O)(=O)c2cnc(-c3ccccc3)nc2N2CCCCC2)cc1	·	3.5	·	·	-4.9	·	7.9
CNC(=O)C[C@H]1CC[C@@H]2[C@H](COc3ccc(NC(=O)c4ccc5c(c4)OCO5)cc3C(=O)N2C)O1	-4.2	·	-0.8	-1.9	·	0.2	·
Cc1ccc(S(=O)(=O)N2C[C@H]3C(=O)C[C@@H](c4ccc(Cl)cc4)N(S(=O)(=O)c4ccccc4C)[C@H]3C[C@H]2c2ccccc2)cc1	1.8	-5.5	-5.8	22.3	-1.1	-6.6	-2.2
CC(=O)c1ccc(-n2ccc(=O)cc2)cc1	-3.5	3.2	-2.4	1.5	-0.6	3.2	1.6
CCCC(c1nnnn1C(C)(C)CC)N1CCN(C(=O)c2ccco2)CC1 (stereo not given)	-7.4	15.1	8.6	13.3	-4.5	·	0.1
CN(C(=O)COc1ncnc2ccc(Br)cc12)C1CCCCC1	0.9	-3.4	0.7	-10.4	·	0.1	-0.3
O=C(CN1CCN(c2ccccc2O)CC1)Nc1cc(S(=O)(=O)N2CCCC2)ccc1Cl	3.2	-6.3	-5.1	-22.5	3.6	-1.4	-1.4
COc1ccc(CCNC(=O)C(=O)NCC2OCCN2S(=O)(=O)c2ccccc2)cc1 (stereo not given)	-1.5	-1.4	7.0	10.8	-0.5	0.0	3.3
O=C(O)CSc1nnc(-c2cccc(S(=O)(=O)N3CCOCC3)c2)n1-c1cccc(Cl)c1	-0.5	10.7	4.1	-5.8	-2.0	8.0	-0.6
CC1CC(=O)C2=C(C1)Nc1ccccc1SC2c1ccc(F)cc1 (stereo not given)	-2.4	1.3	5.6	·	-2.8	4.3	4.1
CC(=O)N1[C@H](CN(C)C(=O)c2ccccc2F)[C@@H](c2ccccc2)[C@@H]1CO	61.2*	-2.0	5.9	-13.3	-3.2	0.0	-0.1
CCc1ccc(OCC(=O)N2CCN(c3ccccn3)CC2)c(Br)c1	-6.0	-3.2	-4.8	2.8	0.4	-0.1	5.6
COc1ccc(NC(=O)N(C)C[C@H]2Oc3ccc(NC(=O)C4CCCCC4)cc3CC(=O)N([C@H](C)CO)C[C@H]2C)cc1	0.1	-0.3	0.4	16.2	0.8	0.8	0.8
O=C(NC(=S)Nc1ccc(S(=O)(=O)Nc2nccs2)cc1)c1ccc(F)cc1	-12.5	11.9	·	·	·	·	6.4

Quoted from above (2 entries):
SMILES	DENV2 CPE	S100A4 MyoIIA	PglD DTNB	Statin myotox sup	SIRT5 inh	E-sel inducer	ERp5 inh
Cc1ccc(S(=O)(=O)N2C[C@H]3C(=O)C[C@@H](c4ccc(Cl)cc4)N(S(=O)(=O)c4ccccc4C)[C@H]3C[C@H]2c2ccccc2)cc1	1.8	-5.5	-5.8	22.3	-1.1	-6.6	-2.2
CC(=O)c1ccc(-n2ccc(=O)cc2)cc1	-3.5	3.2	-2.4	1.5	-0.6	3.2	1.6

Other entries:
SMILES	DENV2 CPE	S100A4 MyoIIA	PglD DTNB	Statin myotox sup	SIRT5 inh	E-sel inducer	ERp5 inh
COc1ccc(-c2ccccc2[C@@H]2[C@@H](C#N)N(C(=O)C3CCC3)[C@H]2CO)cc1	-11.3	-38.6	·	·	-0.6	0.0	0.4
COc1ccccc1C(=O)N1C[C@@H]2[C@H](c3ccccc31)[C@@H](CO)N2C(=O)C1CCCCC1	-11.3	7.3	-3.4	-10.8	7.5	-0.1	-2.9
Cc1noc(C)c1NC(=O)Nc1ccc2c(c1)C(=O)N([C@@H](C)CO)C[C@@H](C)[C@H](CN(C)C)OCCCC[C@H](C)O2	-5.1	2.7	2.0	4.6	3.0	0.0	1.0
Cc1noc(C)c1S(=O)(=O)Nc1ccc2c(c1)C(=O)N([C@@H](C)CO)C[C@H](C)[C@@H](CN(C)C(=O)CCC(F)(F)F)OCCCC[C@H](C)O2	-14.5	8.8	-0.7	·	2.3	-0.2	-1.2
CN(C(=O)CSc1nncn1-c1ccccc1)c1ccccc1	-3.8	10.5	·	-1.5	1.2	·	2.9
CC(C)NC(=O)N(C)C[C@H]1OCCCC[C@@H](C)Oc2ccc(NC(=O)Nc3cccc4ccccc34)cc2C(=O)N([C@@H](C)CO)C[C@H]1C	12.8	-11.9	2.3	·	-1.6	·	3.1
CC(=O)NCCc1nc2cc(NC(=O)c3ccccc3C)ccc2n1C	?	-5.0	2.9	-4.0	-2.5	·	2.4
CSc1ccc2c(c1)C(N1CCN(C)CC1)Cc1ccccc1S2 (stereo not given)	2.5&6.7	-5.1&5.3	-0.5&7.7	-31.1&2.6	-1.6&0.1	1.4&0.0	-1.4&3.1
COCC(=O)N1C[C@H](C)[C@H](OC)CN(C)C(=O)c2cc(NS(C)(=O)=O)ccc2OC[C@H]1C	-3.9	-37.3	1.5	-13.3	-4.9	-0.3	-1.3
CN(C)CC#Cc1ccc([C@H]2[C@H]3CN(C(=O)C4CC4)CCCCN3[C@H]2CO)cc1	5.9	-5.1	2.8	·	0.6	·	-0.4

An excerpt from above in order of formula weight, rising:
SMILES	DENV2 CPE	S100A4 MyoIIA	PglD DTNB	Statin myotox sup	SIRT5 inh	E-sel inducer	ERp5 inh
CC(=O)NCCc1nc2cc(NC(=O)c3ccccc3C)ccc2n1C	?	-5.0	2.9	-4.0	-2.5	·	2.4
COc1ccc(-c2ccccc2[C@@H]2[C@@H](C#N)N(C(=O)C3CCC3)[C@H]2CO)cc1	-11.3	-38.6	·	·	-0.6	0.0	0.4
CN(C)CC#Cc1ccc([C@H]2[C@H]3CN(C(=O)C4CC4)CCCCN3[C@H]2CO)cc1	5.9	-5.1	2.8	·	0.6	·	-0.4
COc1ccccc1C(=O)N1C[C@@H]2[C@H](c3ccccc31)[C@@H](CO)N2C(=O)C1CCCCC1	-11.3	7.3	-3.4	-10.8	7.5	-0.1	-2.9
COCC(=O)N1C[C@H](C)[C@H](OC)CN(C)C(=O)c2cc(NS(C)(=O)=O)ccc2OC[C@H]1C	-3.9	-37.3	1.5	-13.3	-4.9	-0.3	-1.3
Cc1noc(C)c1NC(=O)Nc1ccc2c(c1)C(=O)N([C@@H](C)CO)C[C@@H](C)[C@H](CN(C)C)OCCCC[C@H](C)O2	-5.1	2.7	2.0	4.6	3.0	0.0	1.0

Bioassay records: PubChem BioAssay, Broad Institute
